MITF inh = MITF inhibitors, primary screen, biochemical, AlphaScreen, human; AlphaScreen MITF homodimerization, bead proximity signal; Microphthalmia-associated transcription factor (Homo sapiens), O75030; 0.91% of 650,000 active; inhibition, % at 2.6 µM; in the data active = inhibition above about 50%;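 also: 0% = vehicle wells with protein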
TEAD-YAP block = TEAD-YAP interaction inhibition, primary screen, TEAD-YAP interaction inhibitor project, luminescence, HEK-TIYL cells; 1.4% of 640,000 active; TEAD-Gal4/YAP UAS-luciferase luminescence; inhibition, % at 9.12 µM; in the data active = inhibition above about 32%;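 also: 0% = median of test compound wells and 100% = reference inhibitor wells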
FBW7 activator = FBW7 E3 ligase activators, primary screen, biochemical, AlphaScreen, human; F-box/WD repeat-containing protein 7 (Homo sapiens), Q969H0; AlphaScreen FBW7–phospho-cyclin E peptide binding, activator screen; normalized activity (activation), % at 26.1 µM; 0.13% of 650,000 active; AID 1259310, 2017; in the data active = normalized activity above about 1.9%;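 also: purified mutant Fbw7 with reduced substrate affinity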
Target sequence (Q969H0 whole entry, looked up): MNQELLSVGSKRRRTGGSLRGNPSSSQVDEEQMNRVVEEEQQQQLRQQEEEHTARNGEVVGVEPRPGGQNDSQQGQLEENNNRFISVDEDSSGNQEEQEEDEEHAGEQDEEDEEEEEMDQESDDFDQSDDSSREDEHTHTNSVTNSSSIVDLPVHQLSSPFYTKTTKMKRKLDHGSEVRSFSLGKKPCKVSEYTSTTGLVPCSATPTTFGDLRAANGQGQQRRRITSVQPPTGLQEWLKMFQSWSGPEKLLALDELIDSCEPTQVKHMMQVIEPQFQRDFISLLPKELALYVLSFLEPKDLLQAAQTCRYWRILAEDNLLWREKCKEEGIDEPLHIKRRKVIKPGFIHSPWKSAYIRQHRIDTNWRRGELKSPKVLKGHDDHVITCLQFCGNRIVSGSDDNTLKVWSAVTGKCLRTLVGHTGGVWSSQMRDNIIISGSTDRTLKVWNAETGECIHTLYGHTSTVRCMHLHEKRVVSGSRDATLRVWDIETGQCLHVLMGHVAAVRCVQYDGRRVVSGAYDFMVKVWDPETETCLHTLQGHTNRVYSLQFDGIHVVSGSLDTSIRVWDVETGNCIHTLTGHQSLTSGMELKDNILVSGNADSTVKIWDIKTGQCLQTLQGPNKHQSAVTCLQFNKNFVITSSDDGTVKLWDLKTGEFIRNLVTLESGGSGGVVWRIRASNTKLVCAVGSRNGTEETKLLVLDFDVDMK
GPR151 activ = activators of human GPR151, primary screen, cell-based, PathHunter beta-arrestin, luminescence; activation, % at 11.2 µM; 1% of 650,000 active; AID 1508602, 2020; G-protein coupled receptor 151 (Homo sapiens), Q8TDV0; PathHunter beta-arrestin GPR151 cells; in the data active = activation above about 4.9%;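 also: 0% = median of compound wells and 100% = cells with positive control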
Target sequence (Q8TDV0 whole entry, looked up): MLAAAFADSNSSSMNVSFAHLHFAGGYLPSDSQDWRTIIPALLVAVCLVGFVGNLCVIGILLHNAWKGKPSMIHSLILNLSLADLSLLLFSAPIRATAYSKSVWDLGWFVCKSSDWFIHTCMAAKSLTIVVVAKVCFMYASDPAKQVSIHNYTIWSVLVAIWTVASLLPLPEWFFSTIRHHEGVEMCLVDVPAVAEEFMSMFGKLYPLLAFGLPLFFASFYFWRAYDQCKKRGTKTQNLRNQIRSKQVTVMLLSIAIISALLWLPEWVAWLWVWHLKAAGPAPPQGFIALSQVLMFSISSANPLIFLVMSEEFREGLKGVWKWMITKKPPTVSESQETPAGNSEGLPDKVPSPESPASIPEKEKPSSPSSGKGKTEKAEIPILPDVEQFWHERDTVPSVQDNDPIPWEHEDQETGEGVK
* marks the source's active call; other numbers are inactive results.

SMILES | MITF inh | TEAD-YAP block | FBW7 activator | GPR151 activ
C/C(=N\NC(=O)CCCC(=O)Nc1ccc(I)cc1)c1ccccc1 | 0.4 | -14.7 | -0.1 | 0.8
COc1ccccc1-c1cc2ccc(OC(C)=O)cc2oc1=O | -11.3 | 2.2 | 0.1 | -0.6
COc1ccc(C2C(C#N)=C(N)SC(N)=C2C#N)c(OC)c1C | -5.0 | 4.9 | -0.2 | 0.5
CCN(CC)C(=O)CN(c1ccc(F)cc1)S(=O)(=O)c1ccccc1 | 9.5 | 10.9 | 0.3 | 2.4
CCc1c(C)sc(NC(=O)c2sc3ccccc3c2Cl)c1C(=O)OC | 34.2 | 2.8 | 0.0 | -0.9
COc1ccc(C(=O)NNC(=O)C2=NNC(=O)CC2)cc1 | 2.3 | 3.7 | -0.1 | -0.7
N/C(=N\OC(=O)Cc1cccs1)c1ccccc1Cl | 1.3 | -40.7 | 0.1 | 0.0
O=C(Nc1ccccc1[N+](=O)[O-])C(=Cc1cccs1)C(=O)Nc1ccccc1[N+](=O)[O-] | -0.2 | 1.6 | -0.1 | 0.5
C1CCC(Nc2nc(N3CCOCC3)nc(N3CCOCC3)n2)CC1 | 5.7 | 11.8 | 0.1 | -0.4
CC(C)(C)NC(=O)NC(=O)COc1ccc([N+](=O)[O-])cc1 | 2.9 | -9.7 | 0.1 | -0.8
N#Cc1c(-c2ccccc2)cc(-c2ccc(Br)cc2)nc1SCCS(=O)(=O)Cc1ccc(Cl)cc1 | -0.5 | 14.1 | 0.1 | 2.9
Cc1ccc2oc(-c3ccc(Cl)c(NC(=O)COc4ccc(C)c(C)c4)c3)nc2c1 | -4.0 | -6.2 | 0.1 | -1.3
Cc1cc(NS(=O)(=O)c2ccc(N/C=C/C(=O)c3cccs3)cc2)nc(C)n1 | 21.1 | -0.5 | 0.0 | 0.8
Cc1nnn(-c2nonc2N)c1C(=O)N/N=C/c1cc(Br)ccc1O | 4.9 | 12.4 | 0.5 | 0.3
COc1ccc(Nc2cc(C)c3ccccc3n2)cc1 | 9.0 | -38.2 | -0.1 | 0.2
COc1ccc(C(=O)NNC(=O)c2cc3cc(Br)ccc3oc2=O)cc1 | -6.2 | 1.4 | 0.1 | -0.3
Cc1nn(C(C)C(=O)NC2CCCCC2C)c(=O)c2cc3sccc3n12 (stereo unspecified) | 6.1 | 10.7 | -0.2 | 0.1
O=C(CN1C(=O)NC2(CCCCC2)C1=O)Nc1ccc(F)c(F)c1F | -3.4 | 2.1 | -0.1 | -1.3
CS(=O)(=O)N1CCN(Cc2ccncc2)CC1 | 78.5* | 4.7 | -0.2 | 0.6
O=S(=O)(Oc1cccc2ccccc12)c1ccccc1 | -9.3 | -56.5 | 0.0 | 4.0
Cc1ccc(S(=O)(=O)N2CCCC2C(=O)NCCO)cc1 (stereo unspecified) | 1.4 | -1.2 | -0.1 | 3.1
CCCC1CC(C)(c2csc(Nc3ccccc3Cl)n2)OC1=O (stereo unspecified) | 7.0 | 2.0 | 0.2 | 1.2
Cc1cc(Cl)cc(C)c1OCCCN1CCOCC1 | 4.4 | 8.2 | 0.1 | 1.0
Cc1ccc(-c2nn(-c3ccccc3)cc2C2CC(c3cccs3)=NN2C(=O)CCCC(=O)O)cc1 (stereo unspecified) | 10.8 | 6.0 | -0.1 | 0.5
COc1ccc(CNC(=O)CCSCc2ccccc2C)cc1 | 19.9 | 10.8 | 0.3 | -0.5
O=C(CC1S/C(=N/N=C/c2ccccc2Cl)NC1=O)Nc1ccccc1 (stereo unspecified) | -15.9 | 2.6 | -0.1 | -0.1
CN(C)CCOC(=O)NC1CC(=O)N(c2ccc(F)cc2)C1 (stereo unspecified) | 5.7 | -6.7 | 0.2 | 1.4
O=C(NCCNc1c(Cl)cccc1[N+](=O)[O-])c1ccccc1Cl | 7.1 | -4.2 | -0.1 | 1.5
COc1ccc(-c2c(C#N)c(N)nc(OC)c2C#N)cc1 | 8.9 | 17.6 | 0.6 | 0.0
Cc1[nH]nc2c1C(c1cccc([N+](=O)[O-])c1)CC(=O)N2 (stereo unspecified) | 2.7 | -5.0 | 0.1 | -0.7
COc1ccc(Cc2nnc(NS(=O)(=O)Cc3ccccc3)s2)cc1 | 3.4 | -1.9 | 0.0 | -0.3
CCN(CC)CCOC(=O)c1ccc(NC(=O)c2cc3ccccc3o2)cc1 | -18.1 | -20.9 | 0.0 | -2.2
O=C(CSc1n[nH]c(=O)[nH]c1=O)N1CCOCC1 | -1.2 | -7.5 | 0.3 | -1.2
CC1(C)Cc2cccc(OCC(=O)NC3=NCCS3)c2O1 | -0.6 | -3.6 | -0.1 | 5.9*
COc1ccc(C2=NN(C(=O)CCCC(=O)O)C(c3ccc(F)cc3)C2)cc1OC (stereo unspecified) | -3.5 | -8.4 | -0.2 | -1.4
Cc1c(NC(=O)c2cc(-c3ccc4c(c3)OCO4)on2)c(=O)n(-c2ccccc2)n1C | -14.1 | 2.5 | 0.0 | -1.0
COc1ccc(-c2nn(CN3CCOCC3)c(=S)n2C2CCCCC2)cc1 | -16.8 | -1.0 | 0.0 | -0.1
CC(=O)c1ccc(NC(=O)COC(=O)CC2CC3CCC2C3)cc1 (stereo unspecified) | 8.9 | 2.4 | 0.1 | 2.3
Cc1ccc(O)c(CCc2ccc(O)cc2)n1 | -1.2 | 7.2 | -0.1 | -1.7
COC(=O)C1=C(N)n2c(s/c(=C/c3ccco3)c2=O)=C(C(=O)OC)C1c1ccco1 (stereo unspecified) | 18.5 | 49.1* | 0.4 | 0.5
Cn1c(C(=O)NC2CCCC2)cc2sc(Cl)cc21 | -4.3 | -36.0 | 0.2 | 1.5
Cc1nc2c(c(=O)[nH]1)CCN(Cc1cn(C)nc1C)C2 | 8.3 | -0.3 | 0.1 | 0.5
CSc1ncc(CN2CCN(Cc3ccccc3F)C(CCO)C2)cn1 (stereo unspecified) | 12.1 | 4.3 | 0.2 | -2.0
CCOC(=O)C1=C(C)N=c2s/c(=C\c3cccc(OC)c3OC)c(=O)n2C1c1ccc(OC)c(OC)c1 (stereo unspecified) | 7.2 | 5.0 | 0.0 | 0.8
CCOC(=O)Cn1c(N2CCCCC2)nc2c1c(=O)[nH]c(=O)n2C | 5.8 | -7.6 | 0.1 | 1.2
OC1CCC(Nc2nc(Nc3ccccc3)c3ncn(Cc4ccc(C(F)(F)F)cc4)c3n2)CC1 (stereo unspecified) | 12.6 | -15.0 | 1.0 | 2.7
Cc1ccc(S(=O)(=O)N2CC3c4ccccc4CCN3C2c2cccc([N+](=O)[O-])c2)cc1 (stereo unspecified) | 16.0 | -4.9 | 0.2 | 0.2
Cc1ccccc1NC(=O)Nc1ccc(F)c(Cl)c1 | -3.6 | -10.7 | -0.2 | -1.4
O=C(Nc1ccc2c(c1)CN(C(=O)C#Cc1ccccc1)CC2)C1CCCO1 (stereo unspecified) | 4.9 | 60.6* | -0.1 | 0.2
COc1ccc(NS(=O)(=O)c2cc(Br)cnc2N)cc1OC | 14.8 | 6.9 | 0.0 | 0.0
CCC(=O)Nc1ccc(NC(=O)/C=C/c2ccccc2)cc1 | -4.2 | -29.0 | -0.2 | 2.7
COc1ccc(CCNC(=O)C(C)N(c2ccc(C)cc2)S(C)(=O)=O)cc1 (stereo unspecified) | 1.9 | 9.2 | 0.9 | -1.3
O=C(O)CNC(=O)C(Cc1cnc[nH]1)NC(=O)C1CCC(=O)N1 (stereo unspecified) | 24.9 | -15.4 | 0.5 | -0.8
COC(CNS(=O)(=O)c1cccc2nonc12)OC | 18.4 | 2.8 | 0.0 | 0.1
COc1ccc(C(=O)Nc2oc3ccccc3c(=O)c2-c2ccccc2)cc1OC | -4.7 | -2.9 | -0.1 | -1.0
COC(=O)c1nnn(CC(=O)Nc2ccccc2C)c1N | 16.6 | 7.1 | 0.5 | 0.0
CCN1CCN(CCCNC(=O)c2cc3c(-c4ccc(Cl)cc4)nn(C)c3s2)CC1 | 7.9 | -17.2 | -0.1 | 1.4
COc1ccc(CCNC2CC(=O)N(CCc3ccc(OC)c(OC)c3)C2=O)cc1 (stereo unspecified) | 4.3 | 5.4 | 0.0 | 1.3
O=C(COC(=O)c1cc(C(=O)OCC(=O)c2ccc(Br)cc2)c2ccccc2n1)c1ccc(Br)cc1 | 12.0 | 8.2 | 0.2 | 0.9
NC(=O)c1ccc(CN2CCOCC2)cc1 | 18.6 | 3.9 | 1.2 | -2.0

Single entries from the results shown.
MITF inh, O=C(Nc1ccc2c(c1)CN(C(=O)C#Cc1ccccc1)CC2)C1CCCO1 (stereo unspecified) reads 4.9
FBW7 activator, COc1ccc(CCNC(=O)C(C)N(c2ccc(C)cc2)S(C)(=O)=O)cc1 (stereo unspecified) reads 0.9
MITF inh, CCN1CCN(CCCNC(=O)c2cc3c(-c4ccc(Cl)cc4)nn(C)c3s2)CC1 reads 7.9
TEAD-YAP block, O=C(COC(=O)c1cc(C(=O)OCC(=O)c2ccc(Br)cc2)c2ccccc2n1)c1ccc(Br)cc1 reads 8.2
MITF inh, NC(=O)c1ccc(CN2CCOCC2)cc1 reads 18.6

6 entries from above, with values under each structure:
Values in the order: MITF inh	TEAD-YAP block	FBW7 activator	GPR151 activ
> Cc1cc(NS(=O)(=O)c2ccc(N/C=C/C(=O)c3cccs3)cc2)nc(C)n1
  21.1	-0.5	0.0	0.8
> Cc1nnn(-c2nonc2N)c1C(=O)N/N=C/c1cc(Br)ccc1O
  4.9	12.4	0.5	0.3
> COc1ccc(Nc2cc(C)c3ccccc3n2)cc1
  9.0	-38.2	-0.1	0.2
> COc1ccc(C(=O)NNC(=O)c2cc3cc(Br)ccc3oc2=O)cc1
  -6.2	1.4	0.1	-0.3
> Cc1nn(C(C)C(=O)NC2CCCCC2C)c(=O)c2cc3sccc3n12 (stereo unspecified)
  6.1	10.7	-0.2	0.1
> O=C(CN1C(=O)NC2(CCCCC2)C1=O)Nc1ccc(F)c(F)c1F
  -3.4	2.1	-0.1	-1.3

Next results follow.
SMILES | MITF inh | TEAD-YAP block | FBW7 activator | GPR151 activ
Cc1ccc(CN2CCN(C(=O)c3ccccc3C)CC2)cc1 | -8.7 | 9.4 | -0.3 | 2.5
CCOC(=O)c1c(NC(=O)c2ccc(S(=O)(=O)N3CCC(C)CC3)cc2)sc2c1CCN(C(=O)OCC)C2 | 5.5 | 8.5 | 0.0 | 1.0
COc1ccc(Cn2nnnc2C(C(C)C)N2CCN(Cc3ccccc3)CC2)cc1 (stereo unspecified) | 22.3 | 14.7 | 0.3 | -0.9
CC(=O)N1CCN(Cc2ccc3c(c2)CN(CC2=CC[C@H]4C[C@@H]2C4(C)C)CCO3)CC1 | -5.9 | -2.9 | 0.0 | -0.6
O=S(=O)(C/N=C(\N=C=S)c1ccccc1)c1ccccc1 | 0.3 | 11.4 | -0.1 | -1.6
COc1ccc(S(=O)(=O)NCC(c2ccco2)N2CCOCC2)cc1 (stereo unspecified) | -2.4 | 1.4 | -0.2 | 1.9
O=C(NCc1cccc(C(F)(F)F)c1)c1ccnc(-c2cccs2)c1 | 26.1 | 6.4 | 0.2 | 1.9
CC(Oc1ccc(C=O)cc1)c1ccccc1 (stereo unspecified) | -0.4 | 7.5 | 0.0 | 1.7
CC1CCN(S(=O)(=O)c2ccc3c(c2)CCC(=O)N3)CC1 | -4.8 | 9.1 | -0.1 | 0.0
NC(=O)c1c(NC(=O)c2ccc(Br)cc2F)sc2c1CCC2 | -13.1 | -22.8 | 0.0 | -0.5
COc1ccc2cc(-c3cc(C(=O)N4CCN(CCO)CC4)c4ccccc4n3)ccc2c1 | -1.3 | 69.9* | 0.1 | -0.9
CC(C)NC(=O)Cn1c(SCC(=O)N2CCCCCC2)nc2ccccc21 | -17.0 | 2.7 | 0.0 | -0.5
COc1ccc2c(C=Nc3ccccc3)c(O)n(C)c(=O)c2c1 | 14.0 | 10.9 | 0.6 | 0.4
O=C(CSCc1ccccc1Cl)N1CCOCC1 | -3.0 | -30.1 | 0.6 | -1.5
O=[N+]([O-])c1cc(S(=O)(=O)Nc2ccc(Cl)cc2)ccc1Cl | 23.8 | 6.2 | 0.1 | -0.7
CC(C)(C)C(=O)Nc1ccc(NC(=O)c2cccs2)nc1 | 3.8 | 94.0* | -0.2 | -4.0
COc1ccc(C(C)=O)cc1CSc1nc2ccccc2c(=O)n1CCC1=CCCCC1 | 17.8 | 14.4 | 0.0 | -1.6
CCOC(=O)c1cccc(NS(=O)(=O)c2cc(C(=O)OC)n(C)c2)c1 | 6.1 | 10.2 | 0.0 | -0.1
Cc1nc(Nc2ccc(F)cc2)c2cc(C)sc2n1 | 13.5 | 5.7 | 0.3 | -0.3
Cc1cc(C(=O)N/N=C/c2ccc(I)o2)n[nH]1 | 1.5 | -10.3 | 0.0 | -0.8
O=C(COC(=O)C12CC3CC(CC(O)(C3)C1)C2)NC12CC3CC(CC(C3)C1)C2 | 6.0 | -6.7 | 0.0 | -0.2
COc1cccc(C(=O)N/N=C/c2cc(C)n(-c3ccccc3)c2C)c1 | -6.0 | -36.4 | 0.1 | -1.2
c1ccc(CN2CCCC2c2nc(-c3ccncc3)n[nH]2)nc1 (stereo unspecified) | 101.3* | -6.1 | -1.4 | 0.3
COc1ccc(-c2[nH]ncc2Oc2ccc(F)cc2)c(O)c1 | 2.8 | 15.1 | -0.1 | -0.3
Cc1ccc(OCCC(=O)OCC(=O)NC2CCCC(C)C2C)cc1 (stereo unspecified) | 18.4 | 1.5 | 0.7 | -1.1

Bioassay records deposited in PubChem BioAssay by The Scripps Research Institute Molecular Screening Center.
